# HDAC3 inhib: blocks human histone deacetylase 3; O15379; recombinant HDAC3, fluorogenic peptide/trypsin coupled, fluorescence; inhibition, % at 8.3 µM; actives 0.15% (n = 320,000); AID 2718; in the data active means inhibition above about 26%, passing the limit was not always enough; inconclusive means no clear call, values can overlap the other calls
# ANO1 activ: mouse TMEM16A channel activation, primary screen; Q8BHY3; HEK293 TMEM16A/YFP-H148Q/I152L, iodide quench fluorescence; active compounds read low; B-score at 10 µM; actives 0.3% (n = 340,000);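 active means fluorescence-ratio B-score plate-corrected deviation score at least 3 library SD below zero, with starting fluorescence score within 5 deviations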;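 further: channel opened by trigger with iodide after compound preincubation; score built on the fluorescence ratio of max minus min over baseline; more negative score means more quench and so TMEM16A activation or potentiation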
# Target sequence (Q8BHY3 whole entry, looked up): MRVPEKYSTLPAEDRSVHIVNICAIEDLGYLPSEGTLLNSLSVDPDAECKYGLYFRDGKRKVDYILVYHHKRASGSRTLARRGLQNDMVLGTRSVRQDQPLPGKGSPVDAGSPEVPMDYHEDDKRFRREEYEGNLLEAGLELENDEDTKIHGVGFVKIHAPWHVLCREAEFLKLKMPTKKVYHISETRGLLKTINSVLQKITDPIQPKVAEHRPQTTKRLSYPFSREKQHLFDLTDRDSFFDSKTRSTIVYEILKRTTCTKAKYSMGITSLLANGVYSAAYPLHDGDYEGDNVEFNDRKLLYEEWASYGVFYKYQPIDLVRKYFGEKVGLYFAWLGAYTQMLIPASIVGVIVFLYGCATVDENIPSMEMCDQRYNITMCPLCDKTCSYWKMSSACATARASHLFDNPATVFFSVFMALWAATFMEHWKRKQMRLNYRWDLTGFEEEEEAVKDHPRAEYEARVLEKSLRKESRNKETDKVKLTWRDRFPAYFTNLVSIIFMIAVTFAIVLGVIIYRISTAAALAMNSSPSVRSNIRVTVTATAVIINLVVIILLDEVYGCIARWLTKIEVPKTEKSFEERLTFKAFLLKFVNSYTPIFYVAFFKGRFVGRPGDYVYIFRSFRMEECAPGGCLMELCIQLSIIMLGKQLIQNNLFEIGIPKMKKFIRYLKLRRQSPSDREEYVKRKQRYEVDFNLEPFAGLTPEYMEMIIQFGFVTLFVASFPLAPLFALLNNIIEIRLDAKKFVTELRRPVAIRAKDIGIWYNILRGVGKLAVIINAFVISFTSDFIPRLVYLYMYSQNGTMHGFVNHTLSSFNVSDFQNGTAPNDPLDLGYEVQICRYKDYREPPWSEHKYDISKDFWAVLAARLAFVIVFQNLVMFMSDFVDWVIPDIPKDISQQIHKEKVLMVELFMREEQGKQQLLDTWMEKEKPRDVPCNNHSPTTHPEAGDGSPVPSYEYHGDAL
# The depositor's hits bear a star; i = inactive; ? = inconclusive.
# Order of results – ANO1 activ, HDAC3 inhib
- COc1ccccc1NC(=O)c1ccc(S(=O)(=O)N(C)c2ccccc2OC)cc1
  i, 8
- CCOC(=O)[C@H]1[C@H]2COc3cc(OC)ccc3[C@@H]2N2C(=O)CN(Cc3ccccc3)C(=O)[C@@]12C
  i, 6
- Cc1ccccc1CN(C)C(=O)[C@H](Cc1ccccc1)NC(=O)c1ccco1
  i, 5
- CCC1CCCCN1C(=O)COC(=O)COc1ccc(Br)cc1 (stereo unspecified)
  i, 1
- CCN(CC)S(=O)(=O)c1ccc(/C=C/C(=O)OCC(=O)NC(=O)C2COc3ccccc3O2)cc1 (stereo unspecified)
  i, 3
- Cc1cc(C)n(-c2ccc(C(=O)OCC(=O)N3CCN(c4ccccc4)CC3)cc2)n1
  i, -1
- CN(C(=O)COC(=O)c1cccc(S(=O)(=O)N(C)c2ccccc2)c1)C1CCCCC1
  i, 2
- COc1ccc(NC(=O)Nc2ccc3c(c2)CC(=O)N([C@H](C)CO)C[C@@H](C)[C@H](CN(C)C(=O)Nc2ccccc2)O3)cc1
  i, 1
- Fc1ccc2cc(-c3ccccc3)ncc2c1
  i, -5
- CC(=O)N1CCN(S(=O)(=O)c2cccc(C(=O)NC3CCCC3)c2)CC1
  i, 2
- N#CCCN(C(=O)CN1CCN(S(=O)(=O)c2ccc(Cl)s2)CC1)c1ccc(F)cc1
  i, 8
- COc1ccccc1NS(=O)(=O)c1ccc(C(=O)NCC(c2cccs2)N2CCOCC2)cc1 (stereo unspecified)
  i, 1
- N#CCCN(C(=O)CN1CCN(S(=O)(=O)c2ccc3c(c2)OCCO3)CC1)c1ccc(F)cc1
  i, 1
- CC(=O)c1cccc([N+](=O)[O-])c1
  i, -2
- O=C(COc1cccnc1[N+](=O)[O-])Nc1ccc(Cl)cc1F
  i, -7
- CCOC(=O)[C@@H]1[C@H]2COc3ccc(Br)cc3[C@@H]2N2C(=O)N(c3ccc(Br)cc3)C(=O)[C@@]12C
  i, 9
- O=C(COC(=O)c1ccccc1Br)NC(=O)NCc1ccccc1
  i, 5
- COCCCn1c(SCC(=O)NC2CCS(=O)(=O)C2)nnc1-c1ccc(Cl)cc1 (stereo unspecified)
  i, 2
- COc1ccc([C@H]2CC(=O)C=C(c3ccc(Br)c4ccccc34)C2)cc1
  i, -5
- O=C(COC(=O)C1=COCCO1)Nc1ccc(Cl)cn1
  i, -6
- Cc1cnc(C(=O)N2CCN(S(=O)(=O)c3ccc(F)c(F)c3F)CC2)cn1
  i, -1
- O=C1C=C(c2ccc(Oc3ccccc3)cc2)C[C@@H](c2ccc3c(c2)OCO3)C1
  i, 11
- COc1ccc2cc(C3(C)NC(=O)N(CC(=O)N4CCCCC4)C3=O)ccc2c1 (stereo unspecified)
  i, 2
- O=C(C[C@@H]1C/C=C\C[C@@H](Cc2ccc(F)cc2)C(=O)OC[C@H]2CCCN2C1=O)NCCO
  i, -4
- CC(C)(C)[C@H]1COC(=O)[C@@H](Cc2ccc(F)cc2)C/C=C\C[C@@H](CC(=O)N[C@H](CO)Cc2ccccc2)C(=O)N1
  i, 6
- Cc1ccc(NC(=O)CCCN2C(=O)NC(C)(C)C2=O)cc1
  i, 3
- Cc1cc(Br)ccc1NC(=O)CN(C)C(=O)C1=COCCO1
  i, -14
- CC1=C/C(=C(/c2ccc(O)c(C)c2)c2ccccc2S(=O)(=O)O)C=CC1=O
  i, 6
- COc1ccccc1OCCC(=O)Nc1ccc2c(c1)OCO2
  i, 1
- COc1ccc(NS(=O)(=O)c2cccc(C(=O)N3CCCCCCC3)c2)cc1
  i, -6

# (next part)
# Order of results – ANO1 activ, HDAC3 inhib
- Cc1ccc(Sc2ccc(S(=O)(=O)Nc3ccc(C(=O)O)cc3)cc2)cc1C
  i, 4
- N[C@@H](Cc1ccc(O)cc1)C(=O)Nc1ccc2ccccc2c1
  i, 1
- O=C(Cc1ccc(S(=O)(=O)N2CCOCC2)s1)Nc1cc(Cl)ccc1Cl
  i, 4
- CC(c1ccccc1)N1CC(C(=O)N2CCCC(C(N)=O)C2)CC1=O (stereo unspecified)
  i, 2
- Cc1ccc(C(=O)NCc2ccccn2)cc1S(=O)(=O)N1CCOCC1
  i, -1
- CC(=O)Nc1ccc(NC(=O)C(C)Sc2n[nH]c(-c3cccs3)n2)cc1 (stereo unspecified)
  i, 4
- CN(C(=O)CCCN1C(=O)c2ccccc2C1=O)C1CCCCC1
  i, ?
- CCN(CC(=O)Nc1cc(Cl)ccc1C)C(=O)C1COc2ccccc2O1 (stereo unspecified)
  i, 5
- N#Cc1ccccc1OCC(=O)Nc1cccc(S(=O)(=O)N2CCCC2)c1
  i, -10
- COc1ccc(C(=O)OCCCc2cc3ccccc3c(=O)o2)cc1
  i, 10
- Cc1nn(-c2ccccc2)c(C)c1C(=O)OC(C)C(=O)NC1CCCCC1C (stereo unspecified)
  i, -1
- O=C(C[C@@H]1C/C=C/CC[C@H](Cc2ccc(F)cc2)C(=O)OC[C@@H](Cc2ccccc2)NC1=O)N[C@H](CO)Cc1ccccc1
  i, -27
- O=C(NCc1ccccc1CN1CCCC1)c1ccc(OCc2cscn2)cc1
  i, -2
- COc1ccc(Cl)cc1NC(=O)COC(=O)CNC(=O)C1CCCCC1
  i, 3
- CCOC(=O)[C@H]1[C@H]2COc3cc(OC)ccc3[C@@H]2N2C(=O)CN(Cc3ccco3)C(=O)[C@@]12C
  i, 3
- CCOC(=O)[C@H]1[C@H]2COc3cc(OC)ccc3[C@@H]2N2C(=O)c3c(C)cc(C)cc3NC(=O)[C@@]12C
  i, -2
- C[C@@]12C(=O)Nc3ccc(Cl)cc3C(=O)N1[C@H]1c3cc(Br)ccc3OC[C@@H]1[C@@H]2c1ccccc1
  i, 0
- CC(C)CN(C(=O)c1ccc(N2CCCC2=O)cc1)c1c(N)n(Cc2ccccc2)c(=O)[nH]c1=O
  i, 7
- Cc1cc(C(=O)Nc2sccc2C(N)=O)c(C)o1
  i, 4
- COc1cc(C(=O)N2CCN(c3ccccc3F)CC2)ccc1OCC(=O)N1CCOCC1
  i, 0
- Cc1ccc(CN(C)C(=O)CSc2nnc3n2CCCCC3)c(C)c1
  i, 5
- COc1ccc(CCNC(=O)c2oc3ccccc3c2C)cc1
  i, 5
- COc1cc(OC)c(C(=O)OCC(=O)NC23CC4CC(CC(C4)C2)C3)cc1OC
  i, -2
- CCOC(=O)Nc1ccc2c(COC(=O)C(NS(=O)(=O)c3ccc(Cl)cc3)C(C)O)cc(=O)oc2c1 (stereo unspecified)
  i, -152
- COC(=O)c1ccc(C(=O)OC)c(NC(=O)CSc2n[nH]c(N)n2)c1
  i, 1
- COc1cc(/C=C/C(=O)OCC(=O)NC(=O)C2COc3ccccc3O2)ccc1OC(F)F (stereo unspecified)
  i, -6
- CC(Sc1nnc(-c2ccco2)n1-c1ccccc1)C(=O)NCC1CCCO1 (stereo unspecified)
  i, -3
- CCOc1ccccc1NC(=O)C(c1ccccc1)N1CCN(CC(=O)N2CCOCC2)CC1 (stereo unspecified)
  i, 1
- Cc1noc(C)c1S(=O)(=O)N(C)C[C@H]1Oc2ccc(NC(=O)C3CC3)cc2C(=O)N([C@H](C)CO)C[C@@H]1C
  i, -2
- Cc1ccc(NC(=O)COC(=O)C2CSC3(C)CCC(=O)N23)c(C)c1 (stereo unspecified)
  i, -3

# Whole records from above. Order of values: ANO1 activ	HDAC3 inhib
# Profile of Cc1nn(-c2ccccc2)c(C)c1C(=O)OC(C)C(=O)NC1CCCCC1C (stereo unspecified) → i	-1
# Profile of Cc1noc(C)c1S(=O)(=O)N(C)C[C@H]1Oc2ccc(NC(=O)C3CC3)cc2C(=O)N([C@H](C)CO)C[C@@H]1C → i	-2

# Next records follow.
# Order of results – ANO1 activ, HDAC3 inhib
- O=C(COC(=O)c1cc([N+](=O)[O-])ccc1Cl)NCCc1ccccc1
  i, 2
- O=S(=O)(Nc1cccc(S(=O)(=O)N2CCCCCC2)c1)c1ccc(F)cc1F
  i, -4
- O=C(CN1CCN(C(=O)CNC(=O)c2ccc(N3CCCC3=O)cc2)CC1)Nc1ccccc1Cl
  i, -4
- CCOc1ccc(NC(=O)CN(C)C(=O)c2c(-c3ccccc3)noc2C)cc1OCC
  i, 0
- C=CC[C@H](CC(=O)OC(C)(C)C)C(=O)OC[C@H]1CCCN1C(=O)[C@H](CC=C)CC(=O)NCCO
  i, -1
- CCN1CCN(S(=O)(=O)c2ccc(Cl)c(C(=O)N(C)Cc3ccccc3)c2)CC1
  i, 5
- O=C(CN1c2cccc3cccc(c23)S1(=O)=O)N1CCN(c2ccc(F)cc2)CC1
  i, -3
- COc1cccc(NC(=O)CSc2nnc(C3CCCCC3)n2N)c1
  i, 0
- COC(=O)C1=C(C)N(CC2CC2)C(=NCc2cccc(C(F)(F)F)c2)N[C@H]1c1ccccc1
  i, -4
- O=C(COC(=O)c1cc[n+]([O-])cc1)Nc1ccc(Br)cc1
  i, 2
- Cc1ccc(S(=O)(=O)NCCC(=O)N2CCN(C/C=C/c3ccccc3)CC2)cc1
  i, -1
- CC(C)NC(=O)N(C)C[C@H]1Oc2c(NC(=O)c3ccc(-c4nccs4)cc3)cccc2C(=O)N([C@@H](C)CO)C[C@H]1C
  i, 6
- Cn1c(-c2ccsc2)c(-c2cccs2)c2cc(Br)ccc21
  i, 2
- CC1CCCC(C)N1C(=O)COC(=O)c1ccc(Br)o1 (stereo unspecified)
  i, 2
- C[C@H]1CN(S(=O)(=O)c2c(F)cccc2F)CCN1S(=O)(=O)c1ccc2c(c1)OCCO2
  i, 5
- CN(CC(=O)OCC(=O)NC1CCCC1)S(=O)(=O)c1ccc(Cl)cc1
  i, 2
- CC(=O)Nc1ccc(NC(=O)C(C)OC(=O)[C@@H]2CCCN2C(=O)c2cccs2)cc1 (stereo partly specified)
  i, -4
- Cc1[nH]c2ccccc2c1C(=O)COC(=O)c1nccnc1N
  i, -3
- Cc1nc(NC(=O)COC(=O)c2ccc(CO)cc2)c(Cl)cc1Cl
  i, -2
- CC(=O)c1c(C)[nH]c(C(=O)COC(=O)c2ccc(Cl)nc2)c1C
  i, 10
- COc1cc2cnc(-c3ccsc3)cc2cc1OC
  i, -4
- Cc1ccccc1OCC(=O)OCC(=O)c1ccc[nH]1
  i, 1
- O=C(N/N=C/c1c(Cl)cccc1Cl)c1ccc(-n2cnnn2)cc1
  i, 1
- COc1ccc(-c2sc3ccc(OC)cc3c2-c2ccc(OC)nc2)cc1
  i, 2
- COc1cc(C#Cc2c(-c3cncn3C)n(C)c3ccc(-c4cnc(OC)nc4)cc23)cc(OC)c1
  i, -3
- COc1ccc(NC(=O)CN(C)C(=O)c2cc(C3CC3)nn2-c2ccccc2)cc1
  i, 10
- Cc1noc(C)c1COc1ccc(C(=O)N2CCC(C(N)=O)CC2)cc1
  i, 3
- Cc1c(NS(=O)(=O)c2cccc(C(=O)N3CCC(C(N)=O)CC3)c2)c(=O)n(-c2ccccc2)n1C
  i, -2
- O=C(Nc1ccccc1C(=O)Nc1ccc(Br)cn1)c1ccccc1Cl
  i, 5
- CCOc1ccc(OCCC(=O)N(CC)CC(=O)Nc2c(F)cccc2F)cc1
  i, 1

# Other results follow.
# Order of results – ANO1 activ, HDAC3 inhib
- CCCN(CC(=O)Nc1ccccc1OC)C(=O)CCC(=O)c1ccc(OCC)cc1
  i, -1
- CCCCNc1c(-c2ccc(SC(C)CC)c(OC)c2)nc2ccc(Cl)cn12 (stereo unspecified)
  i, -10
- Cc1cccc(C(=O)OCC(=O)c2csc(N3CCCCC3)n2)c1[N+](=O)[O-]
  i, -6
- O=C(C[C@@H]1C/C=C\C[C@H](Cc2ccc(F)cc2)C(=O)OCCNC1=O)NCCO
  i, -8
- CN(Cc1ccccc1)C(=O)c1ccc(NC(=O)C2CCCN(C(=O)OC(C)(C)C)C2)cc1 (stereo unspecified)
  i, 2
- CCCn1ccnc1SC(C)C(=O)Nc1c(C)n(C)n(-c2ccccc2)c1=O (stereo unspecified)
  i, -4
- CCOC(=O)[C@@H]1[C@H]2COc3ccc(Br)cc3[C@@H]2N2C(=O)N(c3ccc(C)cc3)C(=O)[C@@]12C
  i, -9
- Nc1c(N(CCC2=CCCCC2)C(=O)c2ccccc2F)c(=O)[nH]c(=O)n1Cc1ccccc1
  i, -2
- Cc1cccc(C(=O)OCC(=O)NCC2COc3ccccc3O2)c1 (stereo unspecified)
  i, 2
- CCOc1ccc2oc(C(=O)OCC(=O)N3CC(C)OC(C)C3)c(C)c2c1 (stereo unspecified)
  i, -1
- COc1ccc2c(c1)OC[C@H]1[C@H]2N2C(=O)CN(CC3CCCO3)C(=O)[C@@]2(C)[C@H]1c1ccccc1 (stereo partly specified)
  i, -1
- CCOc1ccc(CCNC(=O)COC(=O)c2ccc[nH]c2=O)cc1OCC
  i, -1
- CC(C)(C)CC(=O)N1CCN(c2ccc(S(=O)(=O)N3CCOCC3)cc2[N+](=O)[O-])CC1
  i, 1
- Cc1c(C(=O)NC(=S)N(Cc2ccccc2)c2ccccn2)cccc1[N+](=O)[O-]
  i, -1
- O=C(COC(=O)Cc1cccs1)Nc1cc(S(=O)(=O)N2CCOCC2)ccc1Cl
  i, -6
- CCOC(=O)[C@H]1[C@H]2COc3ccc(OC)cc3[C@@H]2N2C(=O)CN(Cc3ccccc3)C(=O)[C@@]12C
  i, 0
- CCN(CC(=O)Nc1ccccc1C(F)(F)F)C(=O)c1ccccc1Sc1ccccc1C#N
  i, 14
- Cc1noc(C)c1C(=O)OCC(=O)N(C)C1(C#N)CCCCC1
  i, -3

# Entries shown so far with a tert-butyl group (four):
# Order of results – ANO1 activ, HDAC3 inhib
- CC(C)(C)[C@H]1COC(=O)[C@@H](Cc2ccc(F)cc2)C/C=C\C[C@@H](CC(=O)N[C@H](CO)Cc2ccccc2)C(=O)N1
  i, 6
- C=CC[C@H](CC(=O)OC(C)(C)C)C(=O)OC[C@H]1CCCN1C(=O)[C@H](CC=C)CC(=O)NCCO
  i, -1
- CN(Cc1ccccc1)C(=O)c1ccc(NC(=O)C2CCCN(C(=O)OC(C)(C)C)C2)cc1 (stereo unspecified)
  i, 2
- CC(C)(C)CC(=O)N1CCN(c2ccc(S(=O)(=O)N3CCOCC3)cc2[N+](=O)[O-])CC1
  i, 1

# Screening results (PubChem)

# A portion of the library. The share of hits here may be higher or lower than overall.
